Compound activity deposited in PubChem BioAssay by several laboratories.
PGE2 EP2 inh: inhibitors of human EP2 prostaglandin E2 receptor; P43116; C6 glioma cells expressing human EP2, cAMP TR-FRET; cells stimulated with saturating PGE2; inhibition, % at 25 µM; 260,000 compounds, 0.52% hits; AID 1422;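 active = percent inhibition above 40 after rounding to a whole number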;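 note: rat C6 glioma host cells with rolipram phosphodiesterase inhibitor present; the protocol text gives 20 µM as final concentration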
PERK inh: human PERK inhibition, primary cell-based screen; 220,000 compounds, 0.17% hits; CHO PERK-DD fusion, SEAP luminescence translation reporter; inhibition, % at 5.6 µM;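 active = inhibition above the mean inhibition of all tested compounds plus 3 SD, set separately per screening campaign, cut at about 2.9% in these data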;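 note: PERK kinase domain activated by AP20187 dimerizer at 100 nM; 0% = DMSO with dimerizer and 100% = rapamycin at 8.4 µM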
Target sequence (Q9NZJ5 whole entry, looked up, the tested form may be a part): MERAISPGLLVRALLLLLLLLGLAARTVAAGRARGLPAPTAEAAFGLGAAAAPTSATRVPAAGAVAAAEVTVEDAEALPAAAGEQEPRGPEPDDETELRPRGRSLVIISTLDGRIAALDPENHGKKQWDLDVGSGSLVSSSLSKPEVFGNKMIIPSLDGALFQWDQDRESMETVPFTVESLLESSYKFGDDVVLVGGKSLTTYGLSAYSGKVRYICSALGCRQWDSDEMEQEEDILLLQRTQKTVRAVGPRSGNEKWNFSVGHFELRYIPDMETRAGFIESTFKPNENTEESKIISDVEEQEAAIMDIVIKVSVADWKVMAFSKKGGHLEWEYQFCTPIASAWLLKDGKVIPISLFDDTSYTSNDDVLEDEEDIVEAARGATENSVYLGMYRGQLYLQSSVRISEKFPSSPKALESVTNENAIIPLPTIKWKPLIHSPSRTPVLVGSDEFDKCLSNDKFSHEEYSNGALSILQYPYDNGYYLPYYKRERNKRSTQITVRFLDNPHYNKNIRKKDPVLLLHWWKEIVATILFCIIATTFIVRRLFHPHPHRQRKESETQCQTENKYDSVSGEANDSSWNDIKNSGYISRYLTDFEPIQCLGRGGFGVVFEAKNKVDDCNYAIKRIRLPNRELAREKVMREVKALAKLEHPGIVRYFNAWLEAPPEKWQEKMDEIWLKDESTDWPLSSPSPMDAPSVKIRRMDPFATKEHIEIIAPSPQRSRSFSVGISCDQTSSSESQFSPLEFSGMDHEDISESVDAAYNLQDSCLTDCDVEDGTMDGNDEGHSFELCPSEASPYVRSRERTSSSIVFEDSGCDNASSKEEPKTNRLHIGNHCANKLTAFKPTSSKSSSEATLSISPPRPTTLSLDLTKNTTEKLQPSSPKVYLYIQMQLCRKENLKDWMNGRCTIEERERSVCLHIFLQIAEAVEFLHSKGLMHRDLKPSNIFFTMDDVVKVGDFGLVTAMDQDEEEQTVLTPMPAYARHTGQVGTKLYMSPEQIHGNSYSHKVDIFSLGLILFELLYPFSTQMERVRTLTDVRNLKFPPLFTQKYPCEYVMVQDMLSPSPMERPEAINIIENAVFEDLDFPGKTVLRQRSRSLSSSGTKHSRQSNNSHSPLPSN
Hck-Nef inh: human Hck-Nef kinase inhibition; P08631; Recombinant Hck-YEEI plus Nef, Z-Lyte FRET kinase assay; inhibition, % at 20 µM; 220,000 compounds, 0.68% hits; AID 463187;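 active = Hck-Nef kinase inhibition above about 50%, limit read from the data; inactive = inhibition below that limit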;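 note: 0% = DMSO with Hck plus Nef and 100% = Hck alone without Nef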
RBBP9 inh: blocks human serine hydrolase RBBP9 | recombinant RBBP9, FP-Rh probe fluorescence polarization | 220,000 compounds, 0.2% hits | AID 1515 | inhibition, % at 7.94 µM | O75884;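 active = inhibition above the campaign mean of all tested compounds plus 3 SD, cut at about 14% in these data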;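 note: plate controls were DMSO wells with RBBP9 for no effect and wells lacking RBBP9 protein for full effect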
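Controls: DMSO-treated enzyme wells and wells lacking RBBP9 | Material: RBBP9 protein | Technique: Fluorescence polarization | Replication: Single well per compound, no replicates | Buffer or medium: Tris-NaCl-Pluronic buffer, pH 8.0 | Timing: 30 min compound preincubation, 45 min probe labeling, 25 °C | Read-out basis: Percent inhibition from mP, scaled between DMSO and no-protein wells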
EP2 mod: EP2 receptor (human) modulation. P43116. EP2-expressing cells, cAMP HTRF FRET, PGE2 co-stimulation. induction, % at 25 µM. 260,000 compounds, 0.83% hits;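 active = compounds whose cAMP rise, as percent of the full-agonist control response, exceeds 60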;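 note: rat C6 glioma line stably carrying human EP2 under a CMV promoter; the protocol text gives 20 µM as final concentration; 100% = response of wells given 1 µM PGE2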
Runt-CBFb FRET: blocks binding of human RUNX1 Runt domain to CBFb. Q01196+Q13951. Cerulean-Runt/Venus-CBFb FRET ratio 530/480, 1 h. inhibition, % at 20 µM. 220,000 compounds, 0.46% hits;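 active = inhibition over about 50% at 20 µM in the single-dose screen, limit read from the data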;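 note: 0% = DMSO wells and 100% = excess unlabeled CBFb competitor control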
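Assay system: Cerulean-Runt domain fusion protein, energy donor; Signal: fluorescence energy transfer, 422 nm excitation, 530/480 nm emission; Timing: 1 h compound exposure, room temperature; Control set: unlabeled CBFb; Medium: Tris buffer pH 7.5 with salts and BSA; Compound: single test concentration of 20 µM, 1% DMSO final; Probe or stimulus: Venus-CBFb 100 nM.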
Runt-SMMHC FRET: blocks binding of human RUNX1 Runt domain to CBFb-SMMHC. Q01196+Q13951. Cerulean-Runt/Venus-CBFb-SMMHC FRET ratio 530/480, 1 h. inhibition, % at 20 µM. 220,000 compounds, 0.74% hits. AID 1434;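 active = mean inhibition across duplicate retests at 20 µM reaching about 50%, limit read from the data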;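 note: 0% = DMSO wells and 100% = wells with excess untagged CBFb-SMMHC; inhibitors lower the FRET ratio by blocking Runt binding to CBFb-SMMHC; some results filed as inactive read as strong as hits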
zVAD death inh: blocks zVAD induced death of L929 cells | L929 zVAD necroptosis rescue, ATP luminescence, 24 h; with zVAD 60 µM | viability rescue, % at 10 µM | 220,000 compounds, 0.38% hits | AID 1377;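 active = activation, scaled between plate controls, above about 75%, limit read from the data; inactive = activation under that limit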;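 note: 0% = zVAD with DMSO and 100% = DMSO alone without zVAD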
TNF necrop inh: blocks TNF-alpha induced death of Jurkat FADD-/- cells; activation (protection from cell death), % at 10 µM; Jurkat FADD-/- TNF necroptosis rescue, ATP luminescence, 24 h; 0 = TNF only, 100 = no-TNF cells; 220,000 compounds, 0.068% hits;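 active = activation, meaning protection from cell death, of at least 50% relative to plate controls; inactive = activation below 50%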;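 note: necroptosis triggered by 40 ng/mL TNF-alpha added together with compound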
Active calls of the source: *; / = not tested or not shown; & = joins results of further samples. The list is partial; rates above refer to the full screens.

SMILES	PGE2 EP2 inh	PERK inh	Hck-Nef inh	RBBP9 inh	EP2 mod	Runt-CBFb FRET	Runt-SMMHC FRET	zVAD death inh	TNF necrop inh
COc1ccc(CN(Cc2cccn2C)S(=O)(=O)c2cccc(C(F)(F)F)c2)cc1	3.5	0.8	14.5	3.5	51.0	-2.0	-5.5	-0.9	7.2
CCOC(=O)N1CCC(n2c(SCC(=O)Nc3ccccc3OC)nc3ccccc3c2=O)CC1	5.0	-1.1	5.1	2.3	-6.4	-3.7	-0.6	0.2	-2.8
COC(C[C@H]1O[C@H]1[C@H](O)COCc1ccccc1)OC	12.4	/	31.0	/	-8.7	0.5	2.7	1.1	2.4
Cc1nnc(NC(=O)c2ccc(Br)cc2)s1	13.7	0.8	-0.8	6.6	0.6	2.9	-5.2	-0.6	-1.5
CCOc1ccc(CNc2nc3ccccc3n2CCN2CCOCC2)cc1	6.9&11.7	-1.2	6.6	-9.3	-7.0&15.2	-3.6	2.4	-0.2	0.3
CCOC(=O)C(=O)N1CCN(c2cc3c(cc2[N+](=O)[O-])n(C)c(=O)n3C)CC1	6.5	0.3	19.8	-8.3	-19.3	-1.2	-2.0	10.8	-0.1
O=C(Nc1ccc(N2CCCC2=O)cc1)c1cccc(F)c1	13.7	-0.7	0.5	-14.4	-7.3	0.1	3.2	0.2	-3.0
Cc1cc(C)c(S(=O)(=O)NC(CC(=O)O)c2cccc([N+](=O)[O-])c2)c(C)c1 (stereo not drawn)	7.4	1.9	-3.7	-3.8	31.7	-0.4	-1.4	0.7	0.2
COc1ccc(C2c3c(C)nn(-c4ccccc4)c3NC(=O)N2c2ccccc2)cc1 (stereo not drawn)	21.7	-0.4	3.3	-2.4	22.8	-1.5	0.9	-0.3	0.7
CCOC(=O)c1sc(NC(=O)C2CC=CCC2C(=O)O)nc1C (stereo not drawn)	-3.7	0.3	-0.1	-10.8	25.1	-1.9	0.6	0.4	-1.7
N#CC1=C(SCC(=O)Nc2nccs2)NC(=O)CC1c1ccccc1 (stereo not drawn)	8.2	-0.5	17.1	1.6	-14.7	-0.9	-0.9	81.6*	74.9*
Cc1cccc(-n2ncc3c(N(C)C4CCCCC4)ncnc32)c1	13.4	/	26.0	/	-1.2	-0.6	1.3	0.4	3.5
O=C1N=C2SCCN2/C1=C\c1ccc(Cl)cc1	21.1	0.7	1.3	-3.4	6.8	-7.8	-7.7	0.8	-5.0
CN1C=CC=C/C1=C1\SC(=S)N(Cc2ccccc2)C1=O	6.1	0.1	24.1	-7.0	-15.9	-7.1	-7.9	-1.3	0.1
CC(C)CCN1CCN(Cc2cccc(C(F)(F)F)c2)CC1CCO (stereo not drawn)	10.6	-0.2	19.7	-3.1	-15.8	-1.0	0.6	-0.2	1.6
O=C(CCCCCn1c(=S)[nH]c2ccc(N3CCOCC3)cc2c1=O)NCc1ccccc1Cl	7.2	0.3	20.5	-4.5	2.6	-2.3	-28.9	1.1	0.8
COc1cccc2cc(C(=O)C3=C(O)C(=O)N(Cc4ccco4)C3c3cccnc3)oc12 (stereo not drawn)	24.2	-0.2	-0.4	-3.6	50.4	9.5	9.1	0.3	-2.3
C=C(C)Cc1c(C)c(C#N)c2nc3ccccc3n2c1NCCCN(C)C	12.3	0.7	-22.1	6.7	4.0	17.3	26.1	-0.1	-0.5
Cc1ccc(NC(=O)NNC(=O)C2CC(c3cccnc3)=NO2)cc1 (stereo not drawn)	4.3	1.7	0.7	-4.6	8.1	-1.6	-1.9	-0.1	-2.0
Cc1ccc2c(c1)COc1c3ccc(C(=O)N[C@@H](CO)C(C)C)cc3nn1-2	8.5	/	9.3	/	-9.8	1.2	-4.6	1.6	0.3
O=C(CSc1nc2cccnc2n1Cc1ccccc1)N1CCc2ccccc21	/	-1.3	21.5	-3.4	/	/	/	0.2	0.2
Cc1cccc(NS(=O)(=O)c2ccc(Oc3ccccc3)cc2)n1	6.0	-0.3	-8.1	0.9	7.8	1.3	-1.2	0.3	1.0
COC(=O)c1ccc(NC(=O)C(OC)c2ccccc2)cc1 (stereo not drawn)	3.1	0.9	20.3	-9.6	-9.9	0.0	-6.0	2.8	27.8
COc1ccc(-c2nn(CCC(=O)O)cc2/C=C/C(=O)O)cc1[N+](=O)[O-]	3.1	0.6	5.8	1.7	22.7	8.2	6.4	-0.2	0.7
O=S1(=O)C=CC(N2CCOCC2)C1 (stereo not drawn)	7.5	0.0	-0.7	0.0	20.6	0.5	1.5	2.1	0.7
O=C(Oc1ccc(Br)cc1)c1cncc(Br)c1	-3.4	1.2	-2.1	0.9	41.1	0.4	1.6	-0.3	-0.1
CCN1CC2=C(OC(N)=C(C#N)C2c2cccs2)/C(=C/c2cccs2)C1 (stereo not drawn)	2.7	-1.2	11.2	-6.3	2.8	1.2	-2.3	-0.3	-8.6
CCC(C)[C@H](NC(=O)OC(C)(C)C)C(=O)N/N=C/c1ccc2nccnc2c1 (stereo partly drawn)	6.7	-1.4	0.4	3.0	-13.0	-4.7	-0.4	0.8	0.1
CCCCOC(=O)Nc1cccc(C(C)=O)c1	4.3	0.8	1.0	-5.7	-7.0	-3.1	-5.1	0.0	3.0
CCC(C)NS(=O)(=O)c1ccc(OCC(=O)N2CCCC2)cc1 (stereo not drawn)	9.1	-0.1	-10.9	0.5	26.0	-0.1	0.8	0.1	0.0
CNc1oc(-c2ccco2)nc1C#N	17.8	1.2	0.2	-2.5	47.4	0.7	2.2	-0.1	0.7
NS(=O)(=O)c1ccc(N/C=C/C(=O)c2ccc(Br)cc2)cc1	5.4	-0.7	8.1	-3.9	7.6	-5.9	-64.6	75.9*	-1.4
Cc1[nH]c2ccccc2c1C(=O)CSc1ccccn1	7.9	0.4	31.9	0.3	-46.8	0.0	-1.4	3.2	1.6
CCC(=O)NC(=S)Nc1ccc(NC(=O)c2ccco2)c(OC)c1	2.4	-0.3	10.3	-5.0	-11.7	-1.3	0.2	0.8	3.3
O=C(CNC(=S)N(CCCN1CCOCC1)Cc1cccs1)N1CCCC1	2.3	0.0	-4.3	2.2	-5.2	0.6	-0.3	-1.0	-0.5
Cc1cc(C)n2c(SCc3c(C)noc3C)nnc2n1	8.4	-0.5	9.3	-7.3	-8.7	1.8	3.3	0.6	-0.4
O=C(COC(=O)c1ccc(Br)cc1)Nc1ccccc1Br	1.3	0.7	13.3	-9.3	-5.7	-1.0	-3.6	0.3	0.3
CCCc1cc(=O)[nH]c(SCC(=O)N2N=C(c3ccc(Cl)cc3)CC2c2ccco2)n1 (stereo not drawn)	0.5	-0.2	3.1	-8.1	28.1	5.1	-3.9	0.5	0.7
CCOC(=O)c1cccc(-c2ccc(C=O)o2)c1	3.4	0.8	2.8	-5.7	35.1	1.3	-1.0	1.8	1.1
CC1Oc2ccccc2N(CC(=O)c2ccccc2)C1=O (stereo not drawn)	5.6	0.6	-0.4	-8.2	42.5	-2.6	-6.2	0.2	-3.2
CCOc1ccccc1C(=O)N1CCN=C1SC	14.1	1.8	2.4	6.3	15.2	2.6	-1.5	-0.1	-2.9
CCNC(=O)/C(C#N)=C/c1c(N2CCN(Cc3ccc4c(c3)OCO4)CC2)nc2c(C)cccn2c1=O	5.9	-0.5	4.4	-8.4	18.6	50.3*	63.2*	1.1	4.0
C=C(C)n1c(=O)[nH]c2ccccc21	14.4	0.6	-1.1	-9.2	-0.4	-1.3	-0.3	-0.2	-2.8
Cc1ccc(N(C(=O)C(F)(F)F)C(C(=O)NC2CCCCC2)c2cccs2)cc1 (stereo not drawn)	12.7	1.1	0.8	2.1	30.5	-0.8	3.6	0.4	-2.8
COC(=O)c1nc[nH]c1C(=O)OC	11.1	0.9	10.9	0.0	-8.2	0.8	1.5	0.5	1.1

In a second layout: entries from further up.
Results follow in this order: PGE2 EP2 inh | PERK inh | Hck-Nef inh | RBBP9 inh | EP2 mod | Runt-CBFb FRET | Runt-SMMHC FRET | zVAD death inh | TNF necrop inh
> CCOC(=O)N1CCC(n2c(SCC(=O)Nc3ccccc3OC)nc3ccccc3c2=O)CC1
→ 5.0 | -1.1 | 5.1 | 2.3 | -6.4 | -3.7 | -0.6 | 0.2 | -2.8
> COc1ccc(-c2nn(CCC(=O)O)cc2/C=C/C(=O)O)cc1[N+](=O)[O-]
→ 3.1 | 0.6 | 5.8 | 1.7 | 22.7 | 8.2 | 6.4 | -0.2 | 0.7

Carrying on.
SMILES	PGE2 EP2 inh	PERK inh	Hck-Nef inh	RBBP9 inh	EP2 mod	Runt-CBFb FRET	Runt-SMMHC FRET	zVAD death inh	TNF necrop inh
COC(=O)C1=C(C)n2nnnc2NC1c1ccc(Cl)cc1 (stereo not drawn)	11.4	-0.7	-0.3	-5.4	6.7	-0.5	-1.1	-0.4	-0.8
COC(=O)c1c(C(=O)OC)n(CCCN)c2ccc(C)cc12	19.9	0.1	-0.4	-0.6	-16.5	-1.2	1.7	0.6	1.6
Cn1nnnc1SCC(=O)NCc1ccc2c(c1)OCO2	7.9	-0.6	-9.4	-3.9	3.4	0.3	-3.2	3.3	1.6
N#CC(C(=O)Nc1ccc(Cl)c(Cl)c1)=C1Nc2ccccc2N1	9.6	-0.2	-20.1	7.5	5.0	-1.9	-1.3	0.0	2.4
Cc1ccc(C(=O)C(OC(=O)c2cnccn2)c2ccccc2)cc1 (stereo not drawn)	3.5	1.4	19.9	-3.0	15.5	-2.1	1.5	9.7	2.5
COc1ccc(CCNC(=O)c2ccc(CNc3nc(=S)[nH]c4ccccc34)cc2)cc1OC	9.4	-0.3	27.9	-8.0	-102.5	-0.5	0.1	2.2	-1.1
O=C(CN1C(=O)NC2(CCCC2)C1=O)N1CCN(S(=O)(=O)c2ccc(Cl)cc2)CC1	5.2	0.7	16.3	-4.2	4.7	-0.6	0.5	1.9	0.3
CCc1nc2sc3c(c2c(=O)n1NC(=O)CCl)CCCC3	1.0	0.0	-9.8	-13.7	25.8	0.1	-1.2	-0.1	-1.7
O=C(Cn1cnc2ccccc2c1=O)OCC(=O)c1ccc2c(c1)OCCO2	6.6	-0.1	6.0	-0.1	-1.3	-0.8	0.6	0.0	-0.1
O=C1c2ccccc2C(=O)N1CCCn1nnc(-c2ccc(N3CCOCC3)cc2)n1	10.0	0.9	-0.7	-4.3	-11.2	0.6	-1.2	-0.4	-1.7
Cc1cc2cc(CCNC(=O)CC(C)(C)C)c(=O)[nH]c2cc1C	10.6	-0.1	-4.0	-3.4	4.4	-1.3	2.4	5.5	-0.1
CCn1c(SCC(=O)N2CCc3ccccc32)nnc1-c1c[nH]c2ccccc12	3.1	-0.3	1.5	-1.9	-27.4	0.5	-1.5	0.1	-0.5
C=CCNC(=O)c1cccn1-c1ccsc1C(=O)OC	11.0	0.3	0.8	-10.3	3.4	-1.4	-3.9	0.2	-0.7
CC(C)C1N=C2c3ccccc3N=C(SCC#N)N2C1=O (stereo not drawn)	14.9	0.6	8.3	-1.4	19.2	5.7	1.9	6.5	-1.8
